# FH mod: Identification of activators of human fumarate hydratase by quantitative high-throughput screening. Fumarate hydratase, mitochondrial (Homo sapiens), P07954. FH coupled MDH/diaphorase resazurin fluorescence, 15 min. Potency, µM (highest dose often 79.9 µM), for the others: top-dose activity change, negative = inhibition, hits mostly inhibitors. 54,000 tested, 0.22% active. AID 1347055, 2019; note: the screen sought activators but most active calls are inhibition curves; nearly all actives have a fitted effect of over 45% in size
# Target sequence (P07954 whole entry, looked up): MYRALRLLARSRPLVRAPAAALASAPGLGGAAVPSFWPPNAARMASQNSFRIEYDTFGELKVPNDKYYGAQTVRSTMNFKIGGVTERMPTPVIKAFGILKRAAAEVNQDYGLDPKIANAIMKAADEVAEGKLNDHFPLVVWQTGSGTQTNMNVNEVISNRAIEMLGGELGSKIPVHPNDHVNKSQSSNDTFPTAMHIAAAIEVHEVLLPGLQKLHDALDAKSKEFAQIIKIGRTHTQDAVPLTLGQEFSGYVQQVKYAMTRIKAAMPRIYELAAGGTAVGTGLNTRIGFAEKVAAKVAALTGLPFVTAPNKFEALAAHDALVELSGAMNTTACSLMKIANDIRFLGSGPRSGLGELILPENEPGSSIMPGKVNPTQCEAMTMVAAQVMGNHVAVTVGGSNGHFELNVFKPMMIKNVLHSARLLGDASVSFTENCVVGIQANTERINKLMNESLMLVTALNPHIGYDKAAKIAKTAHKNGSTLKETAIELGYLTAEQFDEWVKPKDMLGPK
# NTMT1 inhibitor: NTMT1 methyltransferase inhibition | Q9BV86 | NTMT1 MTase-Glo SAH luminescence, purified enzyme | Potency, µM (series often up to 114 µM), for inactives: top-dose activity change, negative = inhibition, actives largely listed as inhibitors | 59,000 tested, 2.5% active;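 note: plate controls were DMSO vehicle for no effect and no enzyme for full effect; nearly all actives have a fitted effect of over 65% in size; many of its hits are not listed in these tables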
# Target sequence (Q9BV86 whole entry, looked up): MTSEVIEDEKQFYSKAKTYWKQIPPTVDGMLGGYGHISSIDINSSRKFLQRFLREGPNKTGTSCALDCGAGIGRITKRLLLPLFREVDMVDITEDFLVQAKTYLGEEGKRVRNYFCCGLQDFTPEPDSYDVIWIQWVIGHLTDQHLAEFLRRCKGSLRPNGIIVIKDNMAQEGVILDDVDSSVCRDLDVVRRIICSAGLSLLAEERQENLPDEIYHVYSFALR
# Starred values were filed as active, the others as inactive; ? = inconclusive; & = joins results of further samples; ! = not confirmed by another sample; [ ] = remark or other dose. Calls come from the whole dose curve; as a rule, active = well fitted curve in the direction sought with a large enough effect; inconclusive = small, poorly fitted or top-dose-only effect, or another doubt; inactive = no such curve, though single readings can be large; an effect the other way counts as inactive or inconclusive. Unless noted, % is set by controls: 0 for no effect and ±100 for the full control effect; potency is the fitted concentration of half-maximal effect. Not all compounds are listed; count on the stated rates, not on these rows.
SMILES,FH mod,NTMT1 inhibitor
CC(C)C[C@H](NC(=O)[C@H](CCc1ccccc1)NC(=O)CN1CCOCC1)C(=O)N[C@@H](Cc1ccccc1)C(=O)N[C@@H](CC(C)C)C(=O)[C@@]1(C)CO1,-9.9%&-7.4%[53.3 µM],10.1%
C[C@@H]1O[C@@H](O[C@@H]2[C@@H](O[C@@H]3O[C@@H](C)[C@H](O[C@@H]4OC[C@H](O)[C@H](O[C@@H]5OC[C@@H](O)[C@H](O)[C@H]5O)[C@H]4O)[C@@H](O[C@@H]4OC[C@](O)(CO)[C@H]4O)[C@H]3O)[C@H](OC(=O)[C@]34CCC(C)(C)C[C@H]3C3=CCC5[C@@]6(C)C[C@H](O)[C@H](O[C@@H]7O[C@H](CO[C@@H]8OC[C@H](O)[C@H](O)[C@H]8O)[C@@H](O)[C@H](O)[C@H]7O)C(C)(C)C6CC[C@@]5(C)[C@]3(C)C[C@H]4O)OC[C@H]2O)[C@H](O)[C@H](O)[C@H]1O (stereo not given in full),-1.1%[13.5 µM],-4.7%[6.45 µM]
CC1(C)CC(=O)N(CCCCN2CCN(c3ncccn3)CC2)C(=O)C1,4.1%,1.8%[57.5 µM]
O=c1ccc2ccccc2o1,-5.9%[53.3 µM],-4.1%[57.5 µM]
Clc1ccc(COC(Cn2ccnc2)c2ccc(Cl)cc2Cl)c(Cl)c1 (stereo not given),14.5%[53.3 µM],8.9%
COc1ccc2[nH]c(S(=O)Cc3ncc(C)c(OC)c3C)nc2n1 (stereo not given),-1.2%,?
C/C=C(\C)C(=O)O[C@H]1[C@@H](O[C@]2(COC(=O)CC(C)C)O[C@H](COC(=O)C(C)C)[C@@H](OC(C)=O)[C@@H]2O)O[C@H](COC(C)=O)[C@@H](O)[C@@H]1O,-16.8%[20.6 µM],-4.9%[12.6 µM]
C#CCNCc1cc2cc(OCc3ccccc3)ccc2[nH]1,4.0%,1.3%[57.5 µM]
O=C(NCc1ccccc1)c1csc(Nc2ccncn2)n1,-1.5%,?
COc1ccc(/C=C/C(=O)O[C@@H]2[C@@H](OC(C)=O)[C@@H](OC(C)=O)[C@H](O[C@H]3[C@@H]4C=CO[C@@H](O[C@@H]5O[C@H](CO)[C@@H](O)[C@H](O)[C@H]5O)[C@@H]4[C@@]4(CO)O[C@@H]34)O[C@H]2C)cc1,-6.1%[20.6 µM],7.3%[12.6 µM]
C/C=C1\[C@H](O[C@@H]2O[C@H](CO)[C@@H](O)[C@H](O)[C@H]2O)OC=C(C(=O)OCCc2ccc(O)cc2)[C@H]1CC(=O)OCCc1ccc(O)cc1,-5.6%[20.6 µM],8.6%[12.6 µM]
CCc1ccc(C(=O)Nc2cc(CN3CCN(C)CC3)cc(C(F)(F)F)c2)cc1C#Cc1cnc2ccnn2c1,-20.3%,6.8%
COc1cc([C@H]2O[C@H](c3cc(OC)c4c(c3)OCO4)[C@H](C)[C@H]2C)cc(OC)c1OC,0.4%[53.3 µM],-9.8%[29.8 µM]
COc1ccc2c(c1OC)C(=O)OC2[C@H]1c2c(cc3c(c2OC)OCO3)CCN1C (stereo not given in full),0.6%[53.3 µM],-7.4%
C/C=C(\C)C(=O)OC1C(C)C2(O)C3C=C(C)C(=O)C3CC(CO)=CC2C2C(C)(C)C12OC(C)=O (stereo not given),1.5%[53.3 µM],8.2%[29.8 µM]
CCC/C=C/C(=O)O[C@H]1CC(C)(C)CC2[C@]13[C@H](O)O[C@@]21CCC2[C@@]4(C)CC[C@H](O[C@@H]5O[C@H](C(=O)O)[C@@H](O)[C@H](O[C@@H]6O[C@H](CO)[C@H](O)[C@H](O)[C@H]6O[C@@H]6O[C@@H](C)[C@H](O)[C@@H](O)[C@H]6O[C@@H]6OC[C@](O)(CO)[C@H]6O)[C@H]5O[C@@H]5O[C@H](CO)[C@H](O)[C@H](O)[C@H]5O)C(C)(C)C4CC[C@@]2(C)[C@]1(C)C[C@H]3OC(C)=O (stereo not given in full),27.8%[13.5 µM],12.4%[6.45 µM]
O=C(Cc1c(F)cccc1F)Nc1cc(OCc2ccc(Cl)cc2)ccn1,-20.5%,1.1%[57.5 µM]
C=C(C(=O)OC)C1C(O)CC2(C)C(O)CCC(=O)C2C1O (stereo not given),5.9%,9.0%[57.5 µM]
Nc1ccc(S(=O)(=O)NC(=O)c2ccccc2)cc1,3.3%[53.3 µM],2.0%[57.5 µM]
C[C@]12C=CC(=O)C=C1CC[C@@H]1[C@@H]2[C@@H](O)C[C@@]2(C)[C@H]1CC[C@]2(O)C(=O)CO,0.1%[53.3 µM],12.8%
O=C(C[C@@H]1C(C(=O)O)=CO[C@@H](O[C@@H]2O[C@H](CO)[C@@H](O)[C@H](O)[C@H]2O)/C1=C\CO)OCCc1ccc(O)c(O)c1,-2.4%[53.3 µM],-2.5%[29.8 µM]
CC(=O)OC1C(O)C(C)(O)C(/C=C/C(=O)O)C2(C)CCCC(C)(C)C12 (stereo not given),-1.4%[53.3 µM],13.8%[29.8 µM]
Clc1ncoc1-c1c[nH]c2ccccc12,-4.4%,-12.7%[57.5 µM]
CCc1c(Cl)c(O)c(Cl)c(O)c1C(=O)O[C@H]1[C@H](O)[C@H](OC)[C@H](OC/C2=C\C=C\C[C@H](O)/C(C)=C\[C@H](CC)[C@@H](O[C@@H]3OC(C)(C)[C@@H](OC(=O)C(C)C)[C@H](O)[C@@H]3O)/C(C)=C/C(C)=C/C[C@@H]([C@@H](C)O)OC2=O)O[C@@H]1C,-3.1%[53.3 µM],1.0%[29.8 µM]
CCCCCCCCCCCCCCCCCCN(C)C,9.2%[53.3 µM],14.0%[57.5 µM]
# More entries follow.
SMILES,FH mod,NTMT1 inhibitor
C[C@H]1C(=O)N2c3ccccc3[C@@]3(O)C[C@@H]4C(=O)N[C@](C)(c5nc6ccccc6c(=O)n54)N1[C@@H]23,-0.6%[53.3 µM],-9.8%[29.8 µM]
OCc1ccccc1O,0.0%[53.3 µM],37.2%[activator][57.5 µM]
C#C[C@]1(O)CC[C@H]2[C@@H]3CCc4cc(O)ccc4[C@H]3CC[C@@]21C,-22.1%[53.3 µM],11.2µM*!
CN(C)CCOC(C)(c1ccccc1)c1ccc(Cl)cc1 (stereo not given),1.8%,12.6%[57.5 µM]
NC(=O)c1cnccn1,-6.0%&-4.9%&-4.2%[53.3 µM],?
Nc1[nH]c(=O)ncc1F,9.7%&-1.3%[53.3 µM],3.7%
COc1cc(C=C2CCC/C(=C\c3ccc(O)c(OC)c3)C2=O)ccc1O,-25.4%[53.3 µM],0.1%[57.5 µM]
CC(C)[C@](O)(c1ccc2cc(OC(F)F)c(OC(F)F)cc2c1)c1cn[nH]n1,-5.9%,8.1%[57.5 µM]
C[C@@H]1CCC2C(C)(C)[C@H](O)CC[C@]2(C)[C@@]12Cc1c(O)cc3c(c1O2)CN(CCO)C3=O (stereo not given in full),3.3%[53.3 µM],1.4%[29.8 µM]
CC(=O)[C@H]1CC[C@H]2[C@@H]3CC=C4C[C@@H](O)CC[C@]4(C)[C@H]3CC[C@]12C,14.9%&-5.1%[53.3 µM],11.0%
CC(C)c1c(NC(=O)Nc2ccc(Cl)cc2)c(=O)n(-c2ccccc2)n1C,-2.9%,4.8%[57.5 µM]
O=c1cc(N2CCOCC2)oc2c1ccc1ccccc12,0.5%,8.4%
COCCN(C(=O)c1cc(OC)c(OC)c(OC)c1)c1nc(-c2ccccc2)cs1,-3.8%,1.9%[57.5 µM]
CC1(C)CC2C3=CCC4C5(C)CCC(OC6OC(CO)C(O)C(OC7OC(CO)C(O)C(OC8OC(CO)C(O)C(OC9OC(COC%10OC(CO)C(O)C(O)C%10O)C(O)C(O)C9O)C8O)C7O)C6O)C(C)(C)C5CCC4(C)C3(C)CCC2(C(=O)O)CC1O (stereo not given),-0.1%[13.5 µM],-0.9%[6.45 µM]
Cc1ccc(-c2c(-c3nn(C)c4ncnc(N5CCC(N6CCCCC6)C5)c34)cnn2C)cc1 (stereo not given),3.0%,3.9%[57.5 µM]
C[C@@H]1N=C(N)NC(N(C)C)=N1,0.1%,1.0%&24.1%
Cc1ccc(C)c(OCCn2cc(C(=O)O)c3ccccc32)c1,-1.6%,-1.9%[57.5 µM]
C/C=C/C=C/C=C/C(=O)O[C@@H]1C=C(CO)C(O)(C(=O)O)[C@@]2(C)CCCC(C)(C)[C@H]12 (stereo not given in full),-1.0%[53.3 µM],-3.0%[29.8 µM]
CC(C)NC(=O)c1ccc(C=O)cc1,2.0%[53.3 µM],13.9%[57.5 µM]
CCN(CC)CCOc1ccc(C(=C(Cl)c2ccccc2)c2ccccc2)cc1,5.6%[53.3 µM],-24.6%[57.5 µM]
Cc1nc(NC(=O)N2CCC[C@@H]2C(N)=O)sc1-c1csc(C(C)(C)C)n1,-11.0%[53.3 µM],-11.0%[57.5 µM]
O=C(NNc1ccccc1)c1ccncc1,-4.1%,26.0%
Oc1ccc(C2CCN(c3ccnc4ccccc34)CC2)cc1O,-13.3%[53.3 µM],10µM*!
CC(=O)SC[C@@H](C)C(=O)N1CCC[C@H]1C(=O)N[C@@H](Cc1ccccc1)C(=O)O,-8.4%[53.3 µM],0.4%[57.5 µM]
C=C(C)C(=O)O[C@H]1[C@H]2C(=C)C(=O)O[C@@H]2/C=C(\CO)CC/C=C(/C=O)[C@@H]1O,-0.9%[53.3 µM],-0.8%[29.8 µM]
# (list continues)
SMILES,FH mod,NTMT1 inhibitor
CCOc1ccc(-c2nn3ncccc3c2-c2ccc(S(C)(=O)=O)cc2)cc1,-26.4%,-3.8%[57.5 µM]
CC(C)=CCc1c(O)cc2oc3cc(C)cc(O)c3c2c1C,-26.2%,-4.0%[57.5 µM]
COc1cc(C(=O)NC2CCCNC2)cc(OC)c1OC (stereo not given),7.0%[53.3 µM],-15.1%[57.5 µM]
C=C1CCC2[C@@](C)(C(=O)O)CCC[C@@]2(C)[C@@H]1CCc1ccoc1 (stereo not given in full),-0.1%[53.3 µM],8.4%[29.8 µM]
COc1cc(/C=C/C(=O)O[C@H]2[C@@H]3C=CO[C@@H](O[C@@H]4O[C@H](CO)[C@@H](O)[C@H](O)[C@H]4O)[C@@H]3[C@@]3(CO)O[C@@H]23)ccc1O,6.3%[53.3 µM],2.5%[29.8 µM]
CC(=O)NCCCCn1c2c(c3ccccc31)C(=O)NCC2,-2.1%,3.2%[57.5 µM]
Clc1cc(Cl)c2c(c1)N=C1CCCCCN1C2,16.9%,12.4%
O=S(=O)(O)CCS,-6.4%&0.0%[53.3 µM],-20.1%[57.5 µM]
CC[C@@]1([C@@H]2O[C@@H]([C@H]3O[C@@](O)(CO)[C@H](C)C[C@H]3C)C[C@H]2C)CC[C@H]([C@]2(C)CC[C@]3(C[C@H](O)[C@@H](C)[C@@H]([C@@H](C)[C@@H](OC)[C@H](C)C(=O)O)O3)O2)O1,-3.5%[20.6 µM],20.6%[57.5 µM]
CCC(=O)O[C@H]1C(C)(C)[C@H]([C@@H](O)C(=O)OC)[C@]2(C)C(=O)[C@@]1(O)[C@H]1O[C@]13C1CC(=O)O[C@@H](c4ccoc4)[C@]1(C)CCC32 (stereo not given in full),7.1%[20.6 µM],3.7%[12.6 µM]
CC(C)(C)c1ccc(C(=O)CCCN2CCC(OC(c3ccccc3)c3ccccc3)CC2)cc1,?,24.4%[57.5 µM]
N#Cc1ccc(COC[C@H]2O[C@@H](n3c(NCc4ccc(Cl)c(Cl)c4)nc4c(N)ncnc43)[C@H](O)[C@@H]2O)cc1,2.7%[53.3 µM],-0.2%
O=C(NCc1ccc(F)cc1)C(=O)c1c[nH]c2ccccc12,0.0%,-5.2%[57.5 µM]
CC(C)(C)C(=O)NCCCC(=O)O,-2.4%[53.3 µM],37.3%[activator][57.5 µM]
CC(C)n1nc(Cc2cccc3ccccc23)c2c(N)ncnc21,-8.8%,?
Cc1cn(CCN2CCN(c3ccccc3-c3cc(C#N)cc(C(=O)NCCCN4CCCC4)c3)CC2)c2ccccc12,-5.7%,50.1µM*!
O=C(O)c1ccc(OCCCOc2ccc(C(=O)O)cc2)cc1,-8.7%[53.3 µM],-17.7%[57.5 µM]
CC(C)=CCc1cc(C(O)C2NC(=O)CNC(=O)C(Cc3c[nH]c4ccccc34)NC(=O)C3CCCN3C(=O)CNC(=O)C(C(C)C)NC(=O)CNC2=O)ccc1O (stereo not given),7.8%[20.6 µM],4.9%[12.6 µM]
Nc1c[n+](N2CCOCC2)no1,-1.9%[53.3 µM],-3.6%[57.5 µM]
CCCC(=O)C1(c2ccccc2)CCN(C(=O)[C@@H](Cc2ccc(OC)cc2)NC(=O)[C@@H](N)Cc2cncn2C)CC1,11.2%,-0.3%[57.5 µM]
CS(=O)(=O)Oc1ccc2c(NC(N)=O)c(C(=O)c3ccc(Cl)cc3Cl)oc2c1,10.3%[53.3 µM],?
CC(C)C(C#N)O[C@@H]1O[C@H](CO[C@@H]2OC[C@](O)(CO)[C@H]2O)[C@@H](O)[C@H](O)[C@H]1O (stereo not given in full),4.5%[53.3 µM],-2.7%[29.8 µM]

# A second format for 4 compounds above.
compound: CC(C)(C)c1ccc(C(=O)CCCN2CCC(OC(c3ccccc3)c3ccccc3)CC2)cc1
  FH mod: ?	NTMT1 inhibitor: 24.4%[57.5 µM]

compound: N#Cc1ccc(COC[C@H]2O[C@@H](n3c(NCc4ccc(Cl)c(Cl)c4)nc4c(N)ncnc43)[C@H](O)[C@@H]2O)cc1
  FH mod: 2.7%[53.3 µM]	NTMT1 inhibitor: -0.2%

compound: O=C(NCc1ccc(F)cc1)C(=O)c1c[nH]c2ccccc12
  FH mod: 0.0%	NTMT1 inhibitor: -5.2%[57.5 µM]

compound: CC(C)(C)C(=O)NCCCC(=O)O
  FH mod: -2.4%[53.3 µM]	NTMT1 inhibitor: 37.3%[activator][57.5 µM]
